Assay outcomes as filed in PubChem.
RSV antiviral HEp-2 = inhibition of RSV-induced cytopathic effect – HEp-2 cells, primary 10 µM value included (AID 2391); 310,000 compounds, 0.13% hits; CPE inhibition, % at 10 µM; hits with a dose series show IC50 in µM; HEp-2 cells, RSV-induced CPE inhibition; higher % means a stronger effect; in the data active means a potency from the dose series; further: strong numbers were not always called active
TNAP activation fold = stimulation of alkaline phosphatase TNAP activity – biochemical, luminescent, no phosphate acceptor, uHTS, primary screen (AID 1001); purified TNAP, luminescent activation assay, no phosphate acceptor; higher activation fold means a stronger effect; activation fold at 20 µM; hits with a dose series show EC50 in µM; 200,000 compounds, 0.03% hits; in the data active means activation fold from about 3, or a potency from the dose series; inactive means the rest, 99 in 100 with activation fold below about 1.6; further: many of its hits are not listed in these tables
Salmonella PhoP GFP = PhoP-dependent GFP reporter repression – Salmonella Typhimurium, primary screen (AID 1863). S. Typhimurium PhoP-regulated promoter GFP reporter, 4 h; higher % means a stronger effect. inhibition, % at 50 µM, or IC50 in µM where a hit was titrated. 300,000 compounds, 0.16% hits;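 active means inhibition over 29.93%, a cutoff 3 SD above the screen mean, later confirmed by dose response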;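 further: 0% = low Mg2+ inducing control and 100% = high Mg2+ repressing control; strong numbers were not always called active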
Myeloid diff MLP = promotes myeloid progenitor differentiation; AID 624256; calls only at 10 µM; ER-HoxA9 myeloid progenitors, lysozyme-GFP differentiation, flow cytometry; 360,000 compounds, 1% hits;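 active means normalized GFP-positive differentiation at or above the plate's own cutoff, the solvent-only control mean plus 3 SD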;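 further: cells exposed to compound for four days before flow analysis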
SV40 large T antigen = SV40 large T antigen inhibitors, biochemical (AID 1903); SV40 large T antigen ATPase/helicase inhibition assay; higher % means a stronger effect; 310,000 compounds, 0.39% hits; inhibition, % at 20 µM; hits with a dose series show IC50 in µM; in the data active means a potency from the dose series; further: strong numbers were not always called active
NTR1 agonist = NTR1-driven beta-arrestin-GFP spot formation – imaging, U2OS cells, high content, primary screen (AID 493036) | agonist mode | 330,000 compounds, 0.17% hits | activation, % at 20 µM;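 active means activation at or above 40% of the spot to cytoplasm intensity ratio, with at least 20 cells analyzed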;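 further: 0% = DMSO without peptide and 100% = 100 nM NTR1 peptide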
Target sequence (P30989 whole entry, looked up): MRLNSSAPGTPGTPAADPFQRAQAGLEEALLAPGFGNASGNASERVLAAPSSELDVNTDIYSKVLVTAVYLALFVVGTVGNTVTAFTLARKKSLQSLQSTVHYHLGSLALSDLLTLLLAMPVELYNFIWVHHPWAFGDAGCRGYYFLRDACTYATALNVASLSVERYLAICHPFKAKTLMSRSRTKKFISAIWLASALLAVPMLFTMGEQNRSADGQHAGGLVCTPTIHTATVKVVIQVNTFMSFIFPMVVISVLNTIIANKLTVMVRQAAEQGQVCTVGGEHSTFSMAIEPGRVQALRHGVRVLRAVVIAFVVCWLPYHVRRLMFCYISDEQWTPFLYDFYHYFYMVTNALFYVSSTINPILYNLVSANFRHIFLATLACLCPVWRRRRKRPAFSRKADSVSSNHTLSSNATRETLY
T cell modulator = T cell immune modulation candidate. 2C CD8+ T cell-vesicle binding, flow cytometry; active compounds read low. calls only at 7 µM. 330,000 compounds, 0.068% hits;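 active means response, share of CD8 T cells binding vesicles, and their 90th percentile fluorescence all below set limits, cut at about 80% in these data, passing the limit was not always enough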
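material = purified 2C TCR transgenic mouse naive CD8+ T cells | controls = Unloaded micro-vesicles (low), QL9 vesicles with 0.7% DMSO (high) | detection = cytometric PE anti-B7-1 and Alexa647 anti-CD8 signals after 1% paraformaldehyde fixation | incubation = binding step 1.5 h, 37 °C, antibody labelling 20 min, ice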
K1F lysis inhibition = inhibition of K1F phage lysis, E. coli UTI89, bacterial capsule biogenesis inhibitors, alamar blue (AID 488966). E. coli UTI89 K1F phage lysis, alamar blue, 2 h; higher % means a stronger effect. inhibition, % at 100 µM; hits with a dose series show IC50 in µM. 340,000 compounds, 0.02% hits;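 active means phage lysis inhibition, versus mean bacterial control, above a set limit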;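 further: capsule biogenesis inhibitors block K1F phage lysis so surviving cells raise fluorescence; higher fluorescence means more inhibition of phage lysis; actives were called in the ten point dose series up to 300 µM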
MgcRacGAP inhibition = MgcRacGAP GTPase-activating activity inhibitors, confirmation, biochemical, ADP Hunter fluorescence | MgcRacGAP-stimulated Rac1 GTP hydrolysis, ADP Hunter fluorescence; higher % means a stronger effect; GST-tagged Rac1 F28L mutant substrate | one-dose inhibition, % at 30 µM; IC50 in µM for titrated hits | 340,000 compounds, 0.6% hits;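 active means first-screen hits whose inhibition reached a set limit at any dose in the follow-up dose series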;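 further: fluorescence reports GDP produced by GAP-driven GTP hydrolysis; strong numbers were not always called active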
T cell modulator vesicle-bound % = also measured in T cell modulator; calls as there; double positive events, %; measured here: CD8+ vesicle-bound cell fraction;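 binding gate set so that unloaded-vesicle control wells show 10% double positive cells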
NTR1 agonist cell count 20 µM = second read-out of NTR1 agonist, no call of its own (marks repeat the call); cell count; measured here: cell count, cytotoxicity flag
Myeloid diff MLP GFP+ MAC1+ % = recorded beside Myeloid diff MLP, whose call it bears; GFP+ MAC1+ double positive, %; measured here: differentiation confirmed by MAC1 staining
Active calls of the source: *; i = inactive; / = no result given; [ ] = another dose, or the depositor's remark.

Order of values: Myeloid diff MLP, T cell modulator vesicle-bound %, T cell modulator, NTR1 agonist, TNAP activation fold, K1F lysis inhibition, Salmonella PhoP GFP, SV40 large T antigen, RSV antiviral HEp-2, NTR1 agonist cell count 20 µM, Myeloid diff MLP GFP+ MAC1+ %, MgcRacGAP inhibition
- O=C(Cc1n[nH]c(=O)[nH]c1=O)N/N=C/c1c(O)ccc2ccccc12
→ i, 46.3, i, -0.4, 1.9, 0.1%, -8.5%, 15.1%, 2.4%, 94, 0.5, 11.0%
- COc1ccc(C2CC(=O)C3=C(C2)Nc2ccccc2NC3c2coc3ccccc3c2=O)cc1OC (stereo not given)
→ i, 38.1, i, /, 1.2, -0.9%, 14.2%, -12.3%, 0.1%, /, 1.1, -1.6%
- Cc1ccc(S(=O)(=O)NCCN2CCOCC2)c(C)c1
→ i, 11.8, i, -0.8, /, 0.2%, 2.2%, 3.5%, 1.6%, 88, 1.5, -0.6%
- Cc1ccc(CNC(=O)C2CCN(c3nnc(N4CCCC4=O)s3)CC2)cc1
→ i, 20.2, i, -0.4, /, 5.4%, /, 3.5%, 0.4%, 58, 3.0, 2.9%
- COc1cc(OC)c(NC(=O)CS(=O)(=O)Cc2nc(-c3ccc(C)cc3)oc2C)cc1Cl
→ i, 25.5, i, 3.0, 1.1, 0.6%, -0.5%, 10.5%, 2.9%, 100, 1.6, 15.3%
- CCNC(=O)NC(=O)C(C)OC(=O)c1oc2ccccc2c1CSC1CCCCC1 (stereo not given)
→ i, 52.5, i, 13.6, 1.1, 0.6%, 0.4%, 17.8%, 2.0%, 30, 0.8, 9.9%
- CC(C)NC(=O)c1nc2c(nnn2Cc2cccc(Cl)c2)c(=O)[nH]1
→ i, 60.1, i, 1.0, /, -0.6%, -7.3%, 13.9%, 15.2%, 59, 0.7, 15.2%
- CCCOc1cc(C)c(S(=O)(=O)N2CCOCC2)cc1C
→ /, 24.2, i, 0.3, 1, /, -12.9%, 2.4%, 1.5%, 54, /, /
- CCOc1ccc(S(=O)(=O)N2CN3CCN(C3)C2)cc1
→ i, 68.9, i, -0.6, /, 5.3%, 3.9%, 8.9%, -0.1%, 63, 0.2, 13.7%
- COC(=O)c1ccccc1NC(=O)c1c(Br)cnn1C
→ i, 25.1, i, 0.4, 1.1, 0.5%, -5.6%, 3.8%, 11.5%, 34, 0.9, 11.3%
- COCCn1c(SCC(=O)NC(C)c2ccccc2)nc2ccccc21 (stereo not given)
→ i, 57.9, i, -0.1, /, 0.0%, -4.2%, 0.5%, 0.1%, 49, 3.0, 2.3%
- NS(=O)(=O)c1ccc(Nc2nc(-c3cccnc3)cs2)cc1
→ i, 58.1, i, 0.7, /, 0.1%, -0.3%, 11.5%, 1.3%, 66, 0.6, 2.3%
- COc1ccc(CCNC(=O)CCc2cn(C)c3ccccc23)c(OC)c1
→ i, 27.8, i, -0.6, /, 0.0%, 0.3%, 20.8%, 2.6%, 86, 1.0, 0.7%
- Cc1cc(=O)n2c3ccccc3n(CC(O)CN3CCN(Cc4ccccc4)CC3)c2c1C#N (stereo not given)
→ i, 33.2, i, 1.4, /, 0.7%, -9.8%, 0.9%, 0.2%, 58, 0.2, 7.7%
- Cn1cccc1C(=O)NC(=O)COC(=O)CCNS(=O)(=O)c1cccc(C(F)(F)F)c1
→ i, 30.9, i, -0.1, /, 0.3%[50 µM], /, /, /, 44, 0.5, 2.5%
- CCOC(=O)C1CCN(C(=O)CN(c2ccc3c(c2)OCCO3)S(=O)(=O)c2ccccc2)CC1
→ i, 17.4, i, -0.4, /, 0.6%[50 µM], -8.4%, 10.2%, 0.1%, 65, 0.6, 2.2%
- Cn1c(=O)c2c(-c3ccccc3F)c3c(nc2n(C)c1=O)-c1ccccc1C3O (stereo not given)
→ i, 37.9, i, 2.2, 0.7, -0.3%, -4.8%, 7.4%, 1.9%, 39, 2.0, 7.2%
- O=C(N/N=C/c1cccnc1)c1ccc([N+](=O)[O-])cc1Cl
→ i, 45.7, i, -0.6, 0.9, 3.8%, -3.1%, 0.2%, -1.0%, 47, 2.4, -0.4%
- COC(=O)[C@H](C)N(Cc1ccc(Cl)c(Cl)c1)S(=O)(=O)CCN1CCN(c2ccccc2)CC1
→ i, /, /, 2.2, /, 0.0%, /, /, /, 58, 0.7, 7.4%
- NC(=O)c1ccc(-n2nnnc2SCc2ccccc2)cc1
→ i, 21.9, i, -2.2, 1.1, 1.1%, 24.2%, 15.3%, 0.6%, 60, 1.0, 3.0%
- CCC(C)OC(=O)c1[nH]c2c(c1C)C(=O)CC(c1ccc(N(C)C)cc1)C2 (stereo not given)
→ i, 42.1, i, 2.0, 1.1, 2.6%, 2.0%, 1.2%, 0.8%, 51, 2.1, 3.4%
- O=C(c1cc2ccccc2o1)N1CCC(N2CCC(C(=O)N3CCCC3)CC2)CC1
→ i, 31.1, i, -1.6, 1.2, -0.9%, 4.8%, 5.3%, 0.7%, 35, 1.0, -2.4%
- COC(=O)C1=C(CSc2nncn2C)NC(=O)NC1c1cc(C)ccc1C (stereo not given)
→ i, 39.8, i, -0.6, 1, 0.0%, -8.0%, 11.1%, 1.5%, 68, 0.6, 8.8%
- Cc1ccc(CNC(=O)CSc2c3c(nc4ccc(Cl)cc24)CCCC3)o1
→ i, 46.4, i, 1.6, 0.9, 1.4%, -0.3%, 8.2%, 0.1%, 79, 0.7, 4.3%
- O=S(=O)(NCCc1cn2ccccc2n1)c1cccs1
→ i, 46.7, i, 1.0, 1, 1.9%, 5.2%, 0.4%, 1.4%, 74, 2.0, 1.2%
- CN(CC(=O)Nc1ccccc1Cl)C(=O)CN1C(=O)C2CCCCC2C1=O (stereo not given)
→ i, 40.5, i, 3.1, /, 0.7%[50 µM], 0.7%, 17.7%, 0.2%, 63, 1.1, 9.8%
- CCc1ccc(CN(C)C(=O)c2cc(S(=O)(=O)N3CCN(CC)CC3)ccc2Cl)cc1
→ i, 34.2, i, -1.0, /, 0.7%[50 µM], -1.5%, 6.8%, 0.1%, 51, 1.6, 6.2%
- Cc1cc2oc(C(=O)N(Cc3ccco3)C3CCS(=O)(=O)C3)cc(=O)c2cc1Cl (stereo not given)
→ i, 28.4, i, 0.4, 1.1, 0.0%, -6.9%, 6.8%, 0.7%, 67, 0.9, 6.1%
- CC(C)(C)NC(=O)Nc1cccc(Cl)c1Cl
→ i, 55.5, i, 2.4, 1.1, 0.0%, -8.1%, 2.7%, 9.6%, 73, 0.8, -6.0%
- O=C(O)c1cc2c(o1)CCC/C2=N\O
→ i, 13.6, i, -1.0, 1, -0.9%, 15.5%, -11.0%, 1.4%, 61, 7.0, -1.6%

More compounds.
Order of values: Myeloid diff MLP, T cell modulator vesicle-bound %, T cell modulator, NTR1 agonist, TNAP activation fold, K1F lysis inhibition, Salmonella PhoP GFP, SV40 large T antigen, RSV antiviral HEp-2, NTR1 agonist cell count 20 µM, Myeloid diff MLP GFP+ MAC1+ %, MgcRacGAP inhibition
- O=C(Nc1ccc(F)cc1)Nc1nnc(-c2ccco2)s1
→ i, 30.4, i, 0.8, 0.9, 0.1%, -3.0%, 18.8%, 2.8%, 21, 0.4, 5.4%
- Cc1cccc(NC(=O)CSc2nc(N)c(NC(=O)c3cccs3)c(=O)[nH]2)c1
→ i, 6.4, i, -1.6, 1.1, 0.3%, -0.8%, 14.0%, -0.2%, 49, 4.2, -4.4%
- COc1ccc(C(=O)Nc2ccc(SC(F)F)cc2)cc1
→ i, 43.7, i, 2.2, 1, 5.2%, -14.3%, 8.4%, 16.5%, 62, 0.4, -4.5%
- NS(=O)(=O)c1ccc(NC(=O)/C=C/c2ccccc2[N+](=O)[O-])cc1
→ i, 16.8, i, 1.6, 1.1, 1.0%, 3.4%, 4.4%, -1.8%, 41, 0.2, 2.1%
- CCN1C(=O)C(CC(=O)NC2CCCCC2)N(CC)C1=O (stereo not given)
→ i, 9.0, i, 0.1, 1.1, -0.1%, 12.9%, 8.0%, 3.0%, 80, 0.6, 3.4%
- Cc1nn(-c2ccccc2)c2sc(C(=O)N(CC(=O)NC3CCCC3)Cc3ccco3)cc12
→ i, /, /, /, 1.1, 0.5%, 29.9%, -4.2%, /, /, 0.4, 3.3%
- O=c1[nH]c(CN2CCCC2)nc2sc3c(c12)CCC3
→ i, 30.0, i, -0.9, 1.1, -0.3%, -0.7%, 11.6%, 1.0%, 46, 0.7, 4.2%
- CCOc1ccc(C2CC(=O)NC2=O)cc1 (stereo not given)
→ i, 38.2, i, 0.4, /, 0.9%[50 µM], 3.6%, 1.3%, 0.8%, 98, 0.1, 4.2%
- O=C(CCSc1nc(-c2ccc3c(c2)OCO3)cc(C(F)(F)F)n1)NCc1ccco1
→ i, 36.4, i, 10.1, 1.1, -2.4%, 2.0%, -2.1%, 2.4%, 56, 0.7, 4.1%
- COc1ccc(OC)c(-c2nnc(SCC(=O)N3CCOCC3)o2)c1
→ i, 57.0, i, -1.1, 1.1, 0.0%, -9.2%, -0.6%, 0.2%, 37, 1.2, 7.7%
- CCOC(=O)[C@@H]1[C@H]2COc3cc(OC)ccc3[C@H]2N2C(=O)N(c3cccc(F)c3)C(=O)[C@]12C
→ i, 11.5, i, 1.3, /, 3.4%, /, /, /, 61, 1.1, 6.4%
- COc1ccc(NC(=O)C2c3cc(OC)c(OC)cc3C(=O)N(C)C2c2cccnc2)cc1OC (stereo not given)
→ i, 32.4, i, 4.4, 1.1, -0.1%, 24.1%, 7.5%, 2.0%, 67, 0.9, 6.5%
- COc1cc(C(c2c(C)[nH][nH]c2=O)c2c(C)[nH][nH]c2=O)ccc1OC(C)C
→ i, 51.2, i, 5.2, 0.2, -1.8%, 6.7%, 55.5%, -0.5%, 50, 1.0, 5.5%
- O=C(Cc1cccs1)N1CCN(c2cccc(Cl)c2)CC1
→ i, 20.7, i, 0.9, 1.1, 0.5%, 3.6%, 23.3%, -2.3%, 53, 0.1, 2.0%
- CC1CCN(C(=O)COC(=O)C2CCN(S(=O)(=O)c3ccc4c(c3)OCCO4)CC2)CC1
→ i, 30.7, i, -0.4, /, -0.2%[50 µM], -6.3%, 15.6%, -1.3%, 58, 0.5, -0.3%
